hERG WT inh: KCNH2 (human, wildtype) channel inhibition; Q12809; 340,000 compounds, 0.37% hits; activity change, % at 1.84 µM; U2OS, BacMam KCNH2, thallium flux FluxOr; hits give low values;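 active = maximum activity change below -70%; inconclusive = maximum activity change between -70% and -50%; inactive = maximum activity change above -50%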; note: % is set by controls: 0 for no effect and ±100 for the full control effect
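U2OS cells transduced with wild-type KCNH2 virus are loaded with FluxOr dye for 45 min, and thallium flux is measured in kinetic reads before and after stimulation buffer. Rate constants are normalized to DMSO controls.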
Menin-MLL TR inh: menin-MLL binding inhibition, Texas Red mutant peptide. Potency, µM (top dose mostly 61.6 µM), without a hit: at the highest dose FP activity change, negative = inhibition, most hits filed as inhibitors. 270,000 compounds, 0.23% hits. O00255. Menin + Texas Red MLL mutant peptide, fluorescence polarization; active = well fitted inhibition curve with a large enough effect in the polarisation, with a control signal flat, not every such curve was filed as active; inconclusive = small, poorly fitted or top-dose-only effect, or effect the other way, or a change in a side signal; inactive = no such curve, though single readings can be large or run the other way; the % refers to the polarisation; note: potency is the fitted concentration of half-maximal effect; % of control where 0% means no effect; many of its hits are not listed in these tables
ASM inhibitor: blocks human secretory acid sphingomyelinase. 340,000 compounds, 0.006% hits. P17405. placental ASM, HMU-PC fluorogenic substrate, 60 min. Potency, µM (doses to about 57.5 µM), without a hit: at the highest dose activity change, negative = inhibition, hits mostly inhibitors; note: potency is the fitted concentration of half-maximal effect
Target sequence (P17405 47-631 limits assumed): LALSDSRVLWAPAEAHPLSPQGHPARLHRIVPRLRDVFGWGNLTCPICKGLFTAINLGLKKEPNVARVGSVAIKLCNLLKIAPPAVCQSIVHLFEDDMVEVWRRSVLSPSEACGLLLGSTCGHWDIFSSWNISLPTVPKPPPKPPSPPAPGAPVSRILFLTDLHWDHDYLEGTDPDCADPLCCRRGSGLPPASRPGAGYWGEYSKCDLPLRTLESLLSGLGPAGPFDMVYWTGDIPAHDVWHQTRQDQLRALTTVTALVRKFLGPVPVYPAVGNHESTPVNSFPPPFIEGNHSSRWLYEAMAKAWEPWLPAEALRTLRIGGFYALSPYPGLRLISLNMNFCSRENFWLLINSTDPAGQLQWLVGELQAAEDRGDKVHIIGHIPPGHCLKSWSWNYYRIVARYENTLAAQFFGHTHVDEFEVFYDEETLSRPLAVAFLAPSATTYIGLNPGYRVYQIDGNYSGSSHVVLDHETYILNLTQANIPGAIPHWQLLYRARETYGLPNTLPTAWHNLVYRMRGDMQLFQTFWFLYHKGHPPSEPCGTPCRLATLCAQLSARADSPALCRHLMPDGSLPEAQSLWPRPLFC
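qHTS format. ASM enzyme prepared from human placenta hydrolyses the fluorogenic substrate HMU-PC0 (9 uM final) over 60 min at 37 °C after a 10 min compound preincubation.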
BCR signal inh: chronic active BCR signaling inhibition. ABC-DLBCL IkBa-CBG/CBR reporter, luminescence ratio, 4 h. AID 493014. Potency, µM (series often up to 46.1 µM), for inactives: top-dose ratio change, negative = lower green/red ratio, hits mostly inhibitors. 340,000 compounds, 0.05% hits; active = well fitted inhibition curve with a large enough effect in the signal ratio, with a control signal flat, not every such curve was filed as active; inconclusive = small, poorly fitted or top-dose-only effect, or effect the other way, or a change in a side signal; the % refers to the signal ratio;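 note: potency is the fitted concentration of half-maximal effect; plate controls were basal doxycycline-induced cells for no effect and cells given 10 µM MG132 for full effect; MG132 reads +100%, hits lower the ratio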
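Cell line TMD8 (human ABC DLBCL), stably expressing tet-inducible CBG68-IkBa fusion and CBR; IMDM/0.5% FBS; cpd up to 46 uM; dox induction, 4 h, 37C/5% CO2; dual luminescence; green/red ratio; MG132 control.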
PKM2 activator: increases activity of human pyruvate kinase M2 | purified PKM2, Kinase-Glo ATP luminescence, activation; response scale: 0% is enzyme alone, no compound | Potency, µM (top dose mostly 57.5 µM), without a hit: top-dose activation, most hits filed as activators | 260,000 compounds, 0.34% hits | AID 1631; note: potency is the fitted concentration of half-maximal effect; % is set by controls: 0 for no effect and ±100 for the full control effect; nearly all actives have a fitted effect of over 55% in size
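Purified hPK-M2 (>95%) run at intermediate activity with 0.1 mM ADP and 0.5 mM PEP in 50 mM imidazole pH 7.2, KCl, MgCl2; 1 h room temperature. ATP formed read by Kinase-Glo luminescence; normalized to uninhibited and no-enzyme controls.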
Mito fusion yeast: blocks mitochondrial division or promotes mitochondrial fusion | S. cerevisiae fusion-defective mutant growth rescue, CellTiterGlo 48 h | Potency, µM (titrated, usually from 46.1 µM), for the others: at the highest dose growth rescue (activation), hits mostly activators | 320,000 compounds, 0.23% hits | AID 485298;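 note: potency is the fitted concentration of half-maximal effect; % of control where 0% means no effect; nearly all actives have a fitted effect of over 45% in size; temperature-sensitive fusion mutants such as fzo1-1 at 37 °C on non-fermentable ethanol glycerol medium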
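Yeast fusion mutant, YPEG (non-fermentable carbon), compound, 48 h at 37C non-permissive; CellTiterGlo added, 10 min RT, luminescence read. Rescued growth = division inhibition.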
MBNL1 CUG block: blocks human MBNL1 binding to CUG repeat RNA; Q9NR56; TR-FRET MBNL1-His/biotin-(CUG)12 binding, 665/545 ratio; Potency, µM (titrated, usually from 57.5 µM), without a hit: at the top dose activity change, negative = inhibition, actives largely listed as inhibitors; 280,000 compounds, 0.036% hits; AID 2675; active = well fitted inhibition curve with a large enough effect in the signal ratio, with a control signal flat, not every such curve was filed as active; inconclusive = small, poorly fitted or top-dose-only effect, or effect the other way, or a change in a side signal; inactive = no such curve, though single readings can be large or run the other way; the % refers to the signal ratio; note: potency is the fitted concentration of half-maximal effect; % is set by controls: 0 for no effect and ±100 for the full control effect
Target sequence (Q9NR56 whole entry, looked up): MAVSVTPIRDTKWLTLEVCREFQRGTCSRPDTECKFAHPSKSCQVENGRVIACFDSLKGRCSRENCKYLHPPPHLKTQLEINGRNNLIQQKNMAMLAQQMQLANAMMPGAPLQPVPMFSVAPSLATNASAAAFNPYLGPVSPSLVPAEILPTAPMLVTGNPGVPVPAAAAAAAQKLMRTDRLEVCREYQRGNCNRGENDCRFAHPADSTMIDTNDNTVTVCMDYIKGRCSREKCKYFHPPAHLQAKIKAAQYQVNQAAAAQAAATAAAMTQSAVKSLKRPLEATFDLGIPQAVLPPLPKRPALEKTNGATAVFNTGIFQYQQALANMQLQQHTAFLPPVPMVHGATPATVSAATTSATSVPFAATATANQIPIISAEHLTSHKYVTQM
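Inhibition of protein-RNA binding appears as loss of TR-FRET between terbium anti-His antibody on MBNL1-His and streptavidin-XL665 on biotin-(CUG)12. Activity is normalized to buffer-only and uninhibited-complex controls.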
TSHR antagonist: antagonists of human thyroid stimulating hormone receptor; 330,000 compounds, 0.2% hits; P16473; TSHR-expressing cells, TSH-stimulated cAMP HTRF, 2 h; hits give low values; activity change, negative = inhibition, % at 11.5 µM;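 active = activity change below a set negative limit, meaning inhibition stronger than a set level, cut at about -70% in these data; inconclusive = activity change between two set negative limits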; note: % is set by controls: 0 for no effect and ±100 for the full control effect
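Freshly harvested TSHR cells receive pin-tooled compound, then EC80 TSH at 4nM final. After 2 hours at 37 deg C, antibody in lysis buffer and cAMP-d2 are added; 30 minutes at ambient temperature precede the HTRF read.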
Eya2 phos inh: inhibitors of human Eya2 phosphatase activity; Potency, µM (series often up to 76.9 µM), without a hit: at the highest dose activity, negative = inhibition, usual class: inhibitors; recombinant Eya2, OMFP fluorescence dephosphorylation (OMFP is methylfluorescein phosphate); 330,000 compounds, 0.006% hits; note: potency is the fitted concentration of half-maximal effect; % is set by controls: 0 for no effect and ±100 for the full control effect
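Eya2 (0.2 uM) preincubated 10 min at ambient with compound, then OMFP substrate added at 50 uM; 10 min reaction in 50 mM HEPES pH 7.5, 50 mM NaCl, 5 uM MgCl2, 0.05% BSA, 1 mM DTT. Fluorescence read at Ex 485/Em 525 nm.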
GALK inh: galactokinase (human) inhibition | Potency, µM (titrated, usually from 57.5 µM), for inactives: at the highest dose activity change, negative = inhibition, usual class: inhibitors | P51570 | 270,000 compounds, 0.007% hits | AID 1868 | Purified GALK, Kinase-Glo residual ATP luminescence; note: potency is the fitted concentration of half-maximal effect; % is set by controls: 0 for no effect and ±100 for the full control effect
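GALK at 5 nM final was combined with compound, 35 uM ATP and 100 uM galactose in HEPES pH8.0 with MgCl2 and DTT. The reaction ran one hour at room temperature before luminescent ATP detection.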
USP2a inh: USP2a (human) protease inhibition; USP2 core, Ub-CHOP2 coupled fluorogenic reporter, 485/531; 330,000 compounds, 0.01% hits; Potency, µM (doses to about 38.3 µM), for the others: at the top dose activity change, negative = inhibition, hits mostly inhibitors;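 note: potency is the fitted concentration of half-maximal effect; plate controls were DMSO wells for no effect and full inhibition by NEM control for full effect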
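Cell-free coupled assay: 10nM USP2 core preincubated 30min RT with compound in Tris-HCl pH 8.0/CaCl2/CHAPS buffer, then 25nM Ub-CHOP2 and 25nM reporter substrate; fluorescence (Ex 485/Em 531) read after 60min RT, normalized to NEM inhibition, concentration-response curves fitted.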
Active calls of the source: *; ? = inconclusive; · = no result given; & = joins results of further samples; [ ] = dose if it differs, or a comment. Unless noted, calls come from the whole dose curve; as a rule, active = well fitted curve in the direction sought with a large enough effect; inconclusive = small, poorly fitted or top-dose-only effect, or another doubt; inactive = no such curve, though single readings can be large; an effect the other way counts as inactive or inconclusive. An excerpt; the hit share may differ from the screen's.

SMILES	hERG WT inh	Menin-MLL TR inh	ASM inhibitor	BCR signal inh	PKM2 activator	Mito fusion yeast	MBNL1 CUG block	TSHR antagonist	Eya2 phos inh	GALK inh	USP2a inh
CCCOc1ccc2c(c1)C(=NN=C(N)N)c1cc(OCCC)ccc1-2	7.7	?	?	?	·	-85.6%[inhibitor]	-0.1%	0.6	-20.7%	7.9%	4.3%
CCn1nc(CC(=O)Nc2ccc(-n3cnnn3)c(C)c2)c2ccccc2c1=O	-4.0	-2.5%	0.3%	-0.5%	0.9%	3.1%	-5.0%	1.4	10.0%	-1.7%	0.7%
Cc1nc(CN2CCN(Cc3nc(C(c4ccccc4)c4ccccc4)no3)CC2)cs1	-1.1	-11.6%	12.3%	-10.8%	3.5%	-0.8%	4.0%	4.1	1.7%	-0.4%	2.3%
COc1ccc(CCNS(=O)(=O)c2ccc3c(c2)CCCC3)cc1OC	20.3	·	-2.7%	?	·	·	·	·	-21.6%	·	-1.7%
C=CCCC(=O)Nc1nc(C)c(-c2csc(Nc3cc(Cl)ccc3OC)n2)s1	-2.7	?	?	-4.3%	0.0%	-0.8%	52.6%[activator]	-15.9	-34.9%	2.6%	-0.1%
COc1ccc2cc3cc(C(=O)NCCN4CCN(c5ccccc5F)CC4)oc3nc2c1	15.2	-21.2%	159.0%[activator]	9.2%	-0.4%	3.2%	?	-8.7	-0.4%	-4.7%	0.2%
Cc1nn(C(C)c2n[nH]c(=S)n2-c2cccc(Cl)c2)c(C)c1[N+](=O)[O-] (configuration not stated)	-10.1	-1.8%	-0.3%	?	0.9%	8.2%	-1.2%	4.0	5.2%	-0.3%	1.5%
COc1ccc(S(=O)Cc2ccc(C(=O)NC3CC3)o2)cc1 (configuration not stated)	1.9	10.0%	-3.0%	-3.4%	·	-4.1%	-4.1%	14.4	13.5%	5.8%	3.0%
COc1ccc(N2CCN(C(CNC(=O)c3ccco3)c3cccnc3)CC2)cc1 (configuration not stated)	-3.2	-2.9%	3.6%	3.2%	-0.2%	0.9%	-2.2%	5.8	4.1%	-1.6%	-0.4%
Cc1ccc(C)c(OCc2nc3ccccc3[nH]2)c1	15.6	4.2%	-0.5%	-27.3%	0.2%	1.1%	2.4%	-13.5	2.4%	0.4%	4.9%
COc1ccc(-n2c(Cc3cccn3C)nnc2SCC(=O)Nc2ccc(F)cc2F)cc1	6.4	-2.0%	-1.3%	-0.3%	1.4%	8.6%	2.6%	-10.6	-10.1%	-2.5%	-3.4%
NS(=O)(=O)c1cccc(NC(=O)c2cc3ccccc3o2)c1	-8.3	9.7%	-0.4%	?	-7.4%	-9.7%	11.0%	-11.8	9.1%	-0.7%	3.1%
CN(C)S(=O)(=O)n1cc(/C=C(\NC(=O)c2ccccc2Cl)C(=O)NCCN2CCOCC2)c2ccccc21	4.4	11.6%	0.0%	-0.9%	·	0.1%	2.8%	-8.1	1.5%	-3.2%	4.7%
CCOCCCNC(=O)c1cn(CC)c2ccc(S(=O)(=O)N3CCCC3)cc2c1=O	17.1	·	0.5%	0.0%	·	-2.7%	2.8%	-7.5	2.3%	-2.7%	2.0%
O=C(C[C@H]1C[C@H](C(=O)N2CCCCC2)[C@@]2(CCc3ccccc3)c3[nH]c4ccc(Cl)cc4c3CCN2C1=O)NCCc1ccccn1	3.0	·	?	-1.9%	·	·	·	3.0	-11.7%	·	2.1%
CN(C)c1cc[n+](CCC(=O)Nc2cccc([N+](=O)[O-])c2N)cc1	-4.1	-7.3%	-14.4%	0.4%	3.8%	-4.2%	?	10.5	0.1%	0.1%	1.9%
COc1cccc(NC(=O)N2CCC(NC(=O)C(Cc3cccc(C)c3)NC(C)=O)CC2)c1 (configuration not stated)	-204.7*	·	3.1%	2.5%	·	0.9%	-2.2%	-9.8	-4.6%	-1.3%	-0.2%
CCC(=O)N(CCN1CCOCC1)Cc1cc2cc3c(cc2nc1Cl)OCO3	-2.3	-22.3%	0.8%	?	13.1%	3.4%	0.0%	-6.2	0.9%	-0.3%	1.6%
CCCCNC(=S)N(C)/N=C/c1ccc(OCC(=O)Nc2c(C)cc(C)cc2C)c(OC)c1	2.9	2.6%	-7.2%	5.1%	-6.0%	-0.2%	·	-0.9	-6.1%	-1.4%	-0.9%
COc1ccc(-c2noc(-c3ccc4c(c3)OCO4)n2)cc1	-6.4	10.7%	-0.7%	-5.0%	-4.6%	-0.4%	-7.1%	6.5	7.6%	-0.1%	0.7%
Cc1cc(NC(=O)CSc2nc(C)c(C)n2CC(C)C)no1	4.6	·	-3.0%	-0.5%	·	·	·	-0.8	6.3%	·	3.7%
Cn1nc(C(F)(F)F)c(C(=O)Nc2ccc(F)cc2F)c1Sc1ccc(Cl)cc1	1.0	-0.5%	-4.8%	?	-2.8%	0.5%	-2.6%	-1.7	-6.5%	-0.3%	3.3%
CCC(=O)N1CCN(c2ccccc2NC(=O)COc2ccccc2Cl)CC1	-8.2	-26.3%	-4.4%	?	20.7%	-6.0%	-4.6%	-10.4	-0.8%	-1.6%	-0.5%
Cc1cc(-c2n[nH]c(=S)n2/N=C/c2ccccc2[N+](=O)[O-])n[nH]1	-11.5	1.6%	2.8%	0.9%	-12.6%	-4.1%	?	-14.1	2.2%	·	0.6%
Cc1ccc(C(=O)NC(=S)Nc2ccc3[nH]c(=O)[nH]c3c2)c(C)c1	9.9	31.8%[activator]	-0.7%	1.2%	0.2%	3.8%	-14.4%	-4.7	-0.4%	1.2%	2.3%
NS(=O)(=O)c1cccc(NC(=O)COC(=O)C2CCCCC2)c1	-6.4	9.1%	-2.5%	-5.1%	0.5%	-4.0%	-1.7%	-3.0	-1.7%	8.3%	-0.5%
Cc1ccc(NC2=C(Cl)C(=O)OC2OC(C)C)c(C)c1 (configuration not stated)	-12.7	9.3%	-0.6%	9.8%	-0.3%	4.8%	·	-2.8	-22.1%	0.4%	2.5%
CS(=O)(=O)c1ccccc1C(=O)N(CCC1=CCCCC1)c1c(N)n(Cc2ccccc2)c(=O)[nH]c1=O	16.5	·	0.5%	-0.7%	·	2.2%	·	13.5	-5.4%	·	-3.6%
CCC(=O)NC(NC(=S)Nc1cccc2cccnc12)C(Cl)(Cl)Cl (configuration not stated)	2.0	11.5%	-3.2%	-1.1%	-13.5%	0.5%	·	2.5	-0.1%	-0.7%	1.4%
OCC1(Cc2ccccc2)CCN(Cc2cc3ccccc3o2)CC1	25.1	?	-0.4%	-0.9%	0.1%	-0.8%	-2.4%	-1.8	-18.8%	6.7%	2.5%
COc1ccc(/C=C/C(=O)OCC(=O)Nc2ccc3[nH]c(=O)[nH]c3c2)cc1OC	2.6	·	-1.6%	12.1%	·	-3.5%	·	14.5	-1.2%	·	-0.3%
CN(C(=O)COC(=O)c1ccccc1Cc1ccccc1)C1CCS(=O)(=O)C1 (configuration not stated)	5.6	·	0.5%	2.9%	1.2%	-3.6%	-2.1%	12.0	-2.7%	-1.4%	-0.2%
COC(=O)[C@@H]1C[C@@]2(O)[C@@H](O)[C@@H](O)[C@@H](O)C[C@H]2N1Cc1ccc(C(F)(F)F)cc1	-2.4	-0.3%	4.7%	3.3%	-2.4%&-15.5%	-13.2%	-11.9%	31.2	-29.7%	-1.3%	-2.1%
O=C1Nc2ccc(Br)cc2C12NNc1ccccc1O2 (configuration not stated)	-9.3	?	?	9.0%	18.4%	2.7%	3.2%	6.2	-16.9%	6.0%	0.4%
Cc1ccc(C)c(C2C(C#N)=C(N)Oc3cc(C)oc(=O)c32)c1 (configuration not stated)	1.3	0.7%	-5.1%	5.7%	0.6%	1.2%	-7.7%	-12.5	1.9%	·	-3.9%
O=C(C1=C[C@H](c2csc3ccccc23)C[C@H](OCCCCO)O1)N1CCOCC1	-2.7	13.0%	9.1%	-1.3%	-3.0%	-0.3%	4.6%	2.7	5.8%	-0.6%	-1.7%

Screening results deposited in PubChem BioAssay by National Center for Advancing Translational Sciences (NCATS).
